# Screening results from PubChem BioAssay.
# PglD inh = C. jejuni PglD acetyltransferase inhibitors, primary screen, biochemical, DTNB colorimetric, single point. UDP-N-acetylbacillosamine N-acetyltransferase PglD (Campylobacter jejuni). purified PglD enzyme, DTNB colorimetric CoA detection. inhibition, % at 12.5 µM. hit rate 0.098% among 360,000; in the data active = inhibition above about 16%, passing the limit was not always enough; also: strong numbers were not always called active
# C2C12 statin = suppressors of statin myotoxicity in C2C12 myotubes, primary screen, cell-based, single point, plate reader; C2C12 myotubes + simvastatin, ATP luminescence, 48 h; scaled: DMSO 0, geranylgeraniol control 100; rescue of ATP level, % at 7.49 µM; hit rate 0.78% among 330,000; AID 602340, 2012;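 active = mean ATP rescue above about 67%, or every replicate alone reaching that limit, limit read from the data, passing the limit was not always enough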;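 also: myotubes were challenged with 10 µM simvastatin during compound exposure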
# PGC1a acetyl inh = inhibitors of PGC1a acetylation signal, primary screen, cell-based, U2OS, AlphaScreen, inhibitor mode; hit rate 0.17% among 350,000; AlphaScreen anti-acetyl-lysine; with virally co-expressed GCN5 acetyltransferase; AID 651687, 2012; inhibition, % at 15.6 µM;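 active = every replicate shows inhibition of at least 40%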;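 also: 0% = neutral control wells and 100% = positive control wells; some results beyond the cut were filed as inactive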
# GSIS activator = GLuc luminescence reporter in INS-1E cells, primary screen for activators of glucose-dependent secretion of insulin | INS-1E GLuc reporter insulin secretion, 2-3 h | activation, % at 16.6 µM | hit rate 0.61% among 370,000 | AID 743287, 2014;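 active = lowest replicate activation of at least 40%, so every replicate reaches that level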;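 also: 0% = median of neutral control wells and 100% = median of IBMX positive control wells; some compounds called inactive have numbers as strong as hits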
# Cneo AK release = Cryptococcus neoformans cell lysis inducers, primary screen, AK release luminescence, single concentration | C. neoformans lysis, adenylate kinase release luminescence, 4 h; normalised: neutral wells 0, clomiphene wells 100 | lysis activity, % at 15 µM | hit rate 0.2% among 360,000 | AID 651654, 2012;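 active = mean lysis activity across replicates of at least 80%, whatever share of replicates individually reach that level; inactive = mean lysis activity below 80%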
#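 Material: C. neoformans cells | Amount: Yeast cell density of 5 × 10^6 cells/mL | Medium: Fresh YPD growth medium | Dosing: Single dose | Times: Static 4 h at 37 °C with compound, 1 h detection | Detection: AK luminescence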
# LGR2 inh = inhibitors of bursicon-induced LGR2 CRE-luciferase signal, primary screen, cell-based, HEK293, CRE-luciferase reporter, bursicon stimulation | Drosophila bursicon receptor LGR2 (rickets) | bursicon-stimulated, 4 h | inhibition, % at 9.99 µM | hit rate 0.35% among 380,000;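 active = drop in luminescence signal, shown as inhibition above about 50% in the replicate tests, limit read from the data, passing the limit was not always enough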;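 also: agonist challenge used bursicon conditioned medium at about half maximal strength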
# ARNT TACC3 PPI = disruptors of ARNT/TACC3 protein interaction, primary screen, biochemical, AlphaScreen, single concentration | inhibition, % at 9.99 µM | hit rate 0.66% among 390,000 | Transforming acidic coiled-coil-containing protein 3 (Homo sapiens), Q9Y6A5 | AlphaScreen His-ARNT PAS-B/GST-TACC3 binding, luminescence; TACC3 fragment carries E629A point mutation;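 active = mean inhibition of replicates at least 50% and at least half of replicates each reaching 50%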;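 also: 0% = complete ARNT plus TACC3 wells and 100% = ARNT alone without TACC3; many hits fall short of the cut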
# PAX8 reporter = inhibitors of PAX8-driven TPO luciferase reporter, primary screen, RMG-I cells, single concentration. SteadyGlo, 24 h. inhibition, % at 12.6 µM. hit rate 1.2% among 360,000. AID 652154, 2013;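 active = mean replicate inhibition at least 60% with every replicate also reaching 60%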;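 also: luciferase light reporting Pax8 driven TPO promoter activity; plate controls were median of neutral control wells for no effect and mitoxantrone controls for full effect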
# Numbers without * were called inactive; . = no result given; & = joins results of further samples. Random draw from the library. About 2.9% of those tested had a hit in this group.
smiles	PglD inh	C2C12 statin	PGC1a acetyl inh	GSIS activator	Cneo AK release	LGR2 inh	ARNT TACC3 PPI	PAX8 reporter
CC(C)C(C(=O)NCC1CCCO1)N(C(=O)CNS(=O)(=O)c1ccccc1)c1ccc(F)cc1 (configuration not stated)	4	3	12	11	4	3	-2	-9
C/C(=N\NC(=O)c1ccc(Cl)cc1)c1ccccn1	0	47	.	0	-1	-28	82*	21
CN=C1S/C(=C\c2ccc(N3CCOCC3)c(F)c2)C(=O)N1C	-5	-10	-7	0	-1	.	-2	-26
CNC(=O)c1ccc(CNC(=O)OCC(F)(F)F)cc1	-12	-4	0	.	0	.	-9	8
Cc1nn(-c2cccc(C(F)(F)F)c2)c(=O)c2noc(C)c12	.	.	.	-8	.	-7	-7	-34
COc1ccccc1OCc1nc(Cc2ccc(Cl)cc2)no1	-1	13	-29	.	-3	.	-11	.
CCCNC(=O)[C@H]1[C@H](CO)[C@H]2Cn3c(ccc(/C=C/c4ccccc4)c3=O)[C@@H]1N2C(=O)C1CCC1	4	-4	.	-2	-4	-9	-16	12
O=C(Cn1c(C(F)(F)F)nc2ccccc21)NCCN1CCCC1	8	-5	-13	3	-2	-19	1	.
N#CC1(Nc2ccc3c4c(cccc24)CC3)CCCCC1	3	.	.	-22	2	20	.	2
C[C@@H]1CCCCO[C@@H](CN(C)S(=O)(=O)c2ccc(Cl)cc2)[C@@H](C)CN([C@@H](C)CO)C(=O)c2cc(NS(=O)(=O)c3cn(C)cn3)ccc2O1	0	.	-1	-2	1	3	-1	-15
CN(C)c1nc(-c2ccccc2)nc(-c2ccc(Cl)cc2)c1C#N	5	-8	-4	-2	-3	-1	-3	.
C[C@@H]1CCCCO[C@@H](CN(C)Cc2ccncc2)[C@@H](C)CN([C@H](C)CO)C(=O)c2cc(NC(=O)c3ccncc3)ccc2O1	1	.	6	10	93*	10	-6	-5
CCCNC(=O)N(C)C[C@H]1Oc2ncc(-c3ccc(C(=O)N(C)C)cc3)cc2C(=O)N([C@H](C)CO)C[C@@H]1C	4	11	-5	-10	-4	-6	-5	.
C[C@H]1CN([C@@H](C)CO)C(=O)c2cccc(NC(=O)C3CCOCC3)c2O[C@H]1CN(C)S(C)(=O)=O	0	-7	8	24	0	0	-3	-8
CCOC(=O)Cn1c(CN(Cc2ccccc2)Cc2ccccc2)nc2c1c(=O)[nH]c(=O)n2C	1	-1	-19	.	-1	.	-25	.

# Further results
smiles	PglD inh	C2C12 statin	PGC1a acetyl inh	GSIS activator	Cneo AK release	LGR2 inh	ARNT TACC3 PPI	PAX8 reporter
C[C@@H]1CN([C@H](C)CO)C(=O)c2cc(NC(=O)Nc3ccccc3)ccc2O[C@@H]1CN(C)S(=O)(=O)c1ccc(Cl)cc1	-1	-27	-10	-30	0	4	3	25
COc1ccc(CCNC(=O)Nc2nc(CN)cs2)cc1OC	2	9	-3	9	0	-10	.	-7
C[C@@H]1CN([C@H](C)CO)C(=O)c2cccc(NC(=O)c3cnccn3)c2O[C@@H]1CN(C)S(C)(=O)=O	5	2	4	17	-2	-25	-4	.
CCc1ccccc1NC(=O)CN(C)C(=O)CSc1nnc(Nc2cccc(C)c2C)s1	-4	.	-4	-8	3	-13	0	15
O=C(C1CC1)N1CCc2cc(S(=O)(=O)NCCC3=CCCCC3)ccc21	-2	-10	-2	-10	-1	1	-3	.
CCOc1ccccc1OC(C)C(=O)Nc1ccc(S(=O)(=O)N2CCCC2)cc1 (configuration not stated)	-1	-2	.	-36	-2	8	-20	-12
CCNC(=S)NNC(=O)c1ccncc1	.	.	.	0	.	-37	1	-1
O=C(C[C@@H]1CC[C@@H]2[C@H](COC[C@H](O)CN2S(=O)(=O)c2ccc(F)cc2)O1)NCCN1CCCCC1	-3	4	-3	-7	0	-7	-7	-11
CN(C)C(=S)Oc1ccccc1C1SCCS1	2	.	.	.	-3	2	.	-4
CCOC(=O)c1cc(C)sc1/N=C/C1C(=O)CC(C)(C)CC1=O	4	.	7	.	-10	.	-1	-1
CCNC(=O)C[C@@H]1CC[C@@H](NC(=O)NC2CCCCC2)[C@@H](CO)O1	-3	5	-2	7	0	11	.	-20
O=C(CSc1nnc(-c2ccncc2)n1-c1ccccc1)Nc1ccc(C(=O)O)cc1	2	.	-4	27	3	-9	-2	6
O=C(CN1C2CCCC1CC(NC(=O)c1ccccc1)C2)Nc1nccs1 (configuration not stated)	-1	17	-3	.	-1	.	-2	1
CC1=C(C(=O)N(C(C)C)C(C)C)CC(CC(=O)NCCc2ccccn2)C(=O)N1Cc1ccc(C(C)(C)C)cc1 (configuration not stated)	4	-2	-15	-36	0	16	.	-15
O=C(NCc1ccc(F)cc1)c1cccc2c1C(=O)c1ccc(N3CCC(Cc4ccccc4)CC3)cc1S2(=O)=O	5	8	.	-1	-4	6	.	-6

# Additional structures follow.
smiles	PglD inh	C2C12 statin	PGC1a acetyl inh	GSIS activator	Cneo AK release	LGR2 inh	ARNT TACC3 PPI	PAX8 reporter
CN1CCN(C(=O)C[C@H]2C[C@@H]3c4cc(NC(=O)CC5CC5)ccc4O[C@@H]3[C@H](CO)O2)CC1	0	-1	-16	0	-3	3	.	.
CN(C)CC#Cc1ccc([C@@H]2[C@H]3CN(C(=O)c4cccc(F)c4)CC(=O)N3[C@H]2CO)cc1	.	.	4	13	.	-3	.	-30
O=C(CSc1nnc2c(n1)[nH]c1ccccc12)Nc1ccc(S(=O)(=O)Nc2ncccn2)cc1	1	2	.	1	0	-10	49*	3
Cc1cc2nnc(SCC(=O)N(C)C3CCS(=O)(=O)C3)n2c2ccccc12 (configuration not stated)	.	.	-3	2	.	-41	-1	-2
COc1ccc(N=C2C(=O)Nc3c(C)cccc32)cc1	-3	-91	-4	.	0	.	7	.
CCOc1ccc(Cl)cc1CSc1n[nH]c(C)n1	-2	.	-1	4	6	9	5	-6
CCSc1nnc2ccc(-c3ccco3)nn12	.	.	9	-6	.	0	-3	-8
C[C@@H]1CCCCO[C@H](CN(C)C(=O)C2CCCCC2)[C@@H](C)CN([C@@H](C)CO)C(=O)c2cc(NC(=O)Nc3ccccc3)ccc2O1	-4	.	5	-11	4	20	5	80*
Cc1ccc(F)cc1N=Cc1c(O)c2ccccc2oc1=O	4	11	7	.	0	.	-2	.
O=C(Nc1cccc(F)c1)N1CC(=O)N2[C@@H](CO)[C@H](c3ccc(C#CCC4CCCC4)cc3)[C@@H]2C1	.	.	-9	-9	.	11	.	2
Cc1nc2ccc(C(=O)Nc3ccc4nc[nH]c4c3)cc2[nH]1	-1	3	-7	0	-1	2	4	-3
C[C@@H]1CN([C@@H](C)CO)C(=O)c2cccc(NS(=O)(=O)c3cccs3)c2O[C@@H]1CN(C)C(=O)Nc1ccc(C(F)(F)F)cc1	-6	96*	-11	-23	-4	24	-9	.
COC(=O)[C@@H](c1ccccc1)N(C)S(=O)(=O)c1cccc(S(=O)(=O)N(C)[C@@H](C(=O)OC)c2ccccc2)c1	4	-5	-50	-9	0	2	-12	22
Cc1cccc(-n2c(O)c(C=Nc3cccc(O)c3)c3ccccc3c2=O)n1	-14	15	-6	-20	0	-3	5	-5
C[C@H](CO)N1C[C@H](C)[C@@H](CN(C)CC2CCCCC2)Oc2ccc(NC(=O)Cc3cn(C)c4ccccc34)cc2CC1=O	-3	53	-2	-16	49	-1	7	.

# The list goes on.
smiles	PglD inh	C2C12 statin	PGC1a acetyl inh	GSIS activator	Cneo AK release	LGR2 inh	ARNT TACC3 PPI	PAX8 reporter
CC(NC(=O)CC1Nc2ccccc2NC1=O)c1ccccc1 (configuration not stated)	1	-1	10	.	0	.	-5	.
Cc1cc(C(=O)Nc2cccc3c2O[C@@H](CN(C)C(=O)NC(C)C)[C@H](C)CN([C@@H](C)CO)C3=O)n(C)n1	2	-10	10	13	-4	3	2	3
COCCNc1cc(NCCOC)c([N+](=O)[O-])cc1[N+](=O)[O-]	-8	1	.	-3	0	-14	.	3
CCCCNC(=O)NNc1nc(Cl)cc(C)c1C#N	-6	8	.	-27	-2	11	-2	5
CCOC(=O)Cc1nnc(NC(=O)C23CC4CC(CC(C4)C2)C3)s1	.	.	5	-3	.	7	-2	-8
CSc1ccc(CCNS(=O)(=O)c2ccc3c(c2)C(C)(C)C(=O)N3C)cc1	8	-12	-21	-9	-3	-5	-4	-6
CCCCOc1ccc(C(=O)N2CCN(c3ccc(N4CCOCC4)nn3)CC2)cc1	8	6	.	-4	0	-2	-8	15
COc1ccc(NC(=O)Nc2cccc3c2O[C@H](CN(C)S(=O)(=O)c2cccs2)[C@H](C)CN([C@H](C)CO)C3=O)cc1	-5	.	13	-14	-5	3	4	.
COC1(c2ccccc2)NC(=S)NN=C1c1ccccc1 (configuration not stated)	7	7	3	2	-1	-30	8	.
CCC(C(=O)Nc1ccsc1C(=O)OC)c1ccccc1 (configuration not stated)	.	.	2	0	.	7	-10	-11
COc1ccc(CN2CCOCC2)cc1OC	6	2	-5	.	-2	.	-10	.
CCCCCC(=O)Nc1c(-c2cccs2)c(=O)c2ccccc2n1C	0	5	-6	-3	-2	-2	-4	.
Cc1ccc2nc(N(CCCN(C)C)C(=O)c3cc4ccccc4oc3=O)sc2c1	-3	.	0	-11	1	-12	4	.
COc1ccc(C(=O)NC(Nc2ccccc2)C(Cl)(Cl)Cl)cc1 (configuration not stated)	4	27	-9	.	-3	.	3	15
C[C@@H]1CN([C@H](C)CO)C(=O)c2cc(NC(=O)Nc3ccc(C(F)(F)F)cc3)ccc2O[C@H]1CN(C)S(=O)(=O)c1cn(C)cn1	3	33	-5	9	-3	4	-8	.

# (listing goes on)
smiles	PglD inh	C2C12 statin	PGC1a acetyl inh	GSIS activator	Cneo AK release	LGR2 inh	ARNT TACC3 PPI	PAX8 reporter
C[C@H]1CN([C@@H](C)CO)C(=O)c2cc(C#CC3CC3)cnc2O[C@H]1CN(C)Cc1ccccc1C(=O)O	-2	6	-6	-5	-1	16	3	.
COc1cc(C2CC(=O)C3=C(C2)Nc2ncnn2C3c2cccs2)cc(OC)c1OC (configuration not stated)	5	.	7	5	-1	9	.	-3
C[C@H]1CN([C@@H](C)CO)S(=O)(=O)c2ccc(C#CCN(C)C)cc2O[C@H]1CN(C)C	2	15	6	7	3	-17	1	.
Cc1ccc(NCC(=O)N/N=C/c2cc3ccccc3nc2Cl)cc1	0	-30	-1	0	-7	.	13	-18
COc1ccc(C(CC(=O)N2CCOCC2)C(C)C)cc1 (configuration not stated)	-11&3	.	3	47	14&6	47	-8	.
O=C(O)C1CC=CCC1C(=O)NCc1ccc2c(c1)OCO2 (configuration not stated)	0	-2	.	.	2	.	0	-9
C[C@H]1CCCCO[C@H](CN(C)C(=O)c2ccccc2)[C@@H](C)CN([C@@H](C)CO)C(=O)c2cc(NC(=O)CCCN(C)C)ccc2O1	-1	-8	7	39	-4	-11	-4	-19
COc1ccc(CCNC(=O)COC(=O)c2ccc(OC)cc2OC)cc1	4	-3	3	34	6	1	-3	-9
CO[C@H]1CN(C)C(=O)c2ccc(NC(=O)C3CCOCC3)cc2OC[C@@H](C)N(Cc2cccnc2)C[C@H]1C	-2	-13	-1	-9	0	-4	-1	3
CC(C)NC(=O)N1[C@H](C#N)[C@@H](c2ccc(C#CC3CCCCC3)cc2)[C@H]1CO	-1	21	-6	3	-6	-3	-3	-12
